TDP-43 yeast inh = inhibitors of TDP-43 toxicity in yeast; Potency, µM (titrated, usually from 46.1 µM), for the others: at the highest dose growth rescue (activation), hits mostly activators; TDP-43 expressing yeast growth rescue, BacTiter-Glo, 24 h; AID 652104; hit rate 1.8% among 410,000; further: % of control where 0% means no effect; nearly all actives have a fitted effect of over 50% in size
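In this qHTS, compounds that restore growth of yeast expressing TDP-43 appear as activators. Cells (OD600=0.02, galactose medium, raffinose-pregrown) are incubated with compound 24 hr at 30 deg C and growth is quantified by BacTiter-Glo.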
GLP1R cytotox = cytotoxicity in counter-screen for GLP-1R inverse agonists | HEK293 cAMP-luciferase reporter cells, luminescence, 24 h | Potency, µM (top dose mostly 38.3 µM), for inactives: at the highest dose activity change, negative = inhibition, usual class: inhibitors | AID 624418 | hit rate 0.13% among 410,000;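 further: loss of luciferase light is scored as toxicity; on the % scale 0 is the no-effect control and ±100 the full control effect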
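Luminescence readout: signal drop marks cytotoxicity. Plated cells grew 12 h at 37 °C, 5% CO2, received 23 nL compound for 24 h, then got luciferase reagent, read after 12 min at RT.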
GLP1R inv ag = acts as inverse agonist at human GLP-1 receptor | Potency, µM (titrated, usually from 38.3 µM), without a hit: top-dose activity change, negative = inhibition, hits mostly inhibitors | HEK293 GLP-1R CRE-luciferase, luminescence, 24 h; GLP-1R form is constitutively active | hit rate 1.6% among 410,000 | P43220; further: on the % scale 0 is the no-effect control and ±100 the full control effect; nearly all actives have a fitted effect of over 55% in size
Target sequence (P43220 whole entry, looked up): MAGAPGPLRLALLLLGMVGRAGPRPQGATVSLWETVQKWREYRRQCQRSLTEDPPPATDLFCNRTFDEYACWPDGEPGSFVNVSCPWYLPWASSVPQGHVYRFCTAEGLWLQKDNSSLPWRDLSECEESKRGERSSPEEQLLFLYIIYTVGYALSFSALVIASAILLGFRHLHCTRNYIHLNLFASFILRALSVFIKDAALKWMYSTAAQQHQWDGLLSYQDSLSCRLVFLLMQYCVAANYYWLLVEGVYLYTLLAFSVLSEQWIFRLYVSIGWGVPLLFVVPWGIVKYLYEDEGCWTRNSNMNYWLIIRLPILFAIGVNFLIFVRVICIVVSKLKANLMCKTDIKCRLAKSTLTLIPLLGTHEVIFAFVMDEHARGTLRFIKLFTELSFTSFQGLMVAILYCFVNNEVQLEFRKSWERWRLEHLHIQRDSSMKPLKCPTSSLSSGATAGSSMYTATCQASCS
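Seeding at 200 cells/uL, 12 h culture, 24 hr compound treatment, then luciferase reagent and a luminescence read; cells are HEK293 stably expressing a constitutively active GLP-1R plus cAMP-responsive luciferase.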
Active calls of the source: *; ? = inconclusive; [ ] = dose if it differs, or a comment. The call rests on the fitted dose curve; in most records, active means well fitted curve in the direction sought with a large enough effect; inconclusive means small, poorly fitted or top-dose-only effect, or another doubt; inactive means no such curve, though single readings can be large; an effect the other way counts as inactive or inconclusive. Potency means the concentration at half of the fitted maximal effect.

Molecule | TDP-43 yeast inh | GLP1R cytotox | GLP1R inv ag
COc1ccc(CNC(=O)CN2C(=O)CSc3ccc(S(=O)(=O)N4CCCC4)cc32)cc1 | 15% | -6% | -24%
CCOc1ccccc1NC(=O)C1CCCN1S(=O)(=O)c1ccc2nc(-c3ccccc3)[nH]c2c1 (centres undefined) | 0% | -10% | ?
COc1ccc(CCNC(=O)C(=O)NCC(c2ccc3c(c2)OCO3)N2CCOCC2)cc1OC (centres undefined) | 15% | 9% | 4%
CCOC(=O)c1ccc(NC(=O)Cn2nc(C)c3nn(-c4ccc(Cl)cc4)c(C)c3c2=O)cc1 | -6% | 2% | 3%
CCOc1ccc(CCNC(=O)CCSCc2ccc(Cl)cc2)cc1OCC | 21% | 1% | ?
COc1cc(/C=C/c2nc(C#N)c(NCCc3ccccc3)o2)cc(OC)c1OC | 0% | 56%[activator] | ?
Cc1ccc(C2C(=O)N(C3CCCCCC3)CC(=O)N2C(C)C)cc1 (centres undefined) | 1% | -15% | -16%
O=C(CN1C(=O)C(c2ccc(F)cc2)=NC12CCCCCC2)Nc1ccc(F)c(Cl)c1 | -9% | -2% | 7%
Cc1ccc(N2CC(NC(=O)CCc3ccccc3)CC2=O)cc1 (centres undefined) | 23% | 3% | 5%
COc1cccc2sc(N(Cc3cccnc3)C(=O)c3ccc4c(c3)OCCO4)nc12 | ? | 4% | 2%
Cc1ccc(N2CCN(c3nc4ccc(C)cc4n4nnnc34)CC2)c(C)c1 | 13% | 12% | 2%
CC1CCc2onc(C(=O)N3CCN(c4ccc(Cl)cc4)CC3)c2C1 (centres undefined) | 0% | -1% | -4%
CC1CCC2(CC1)N=C(c1ccccc1)C(=O)N2CC(=O)Nc1ccc(F)c(Cl)c1 (centres undefined) | 15% | -1% | 10µM*
Cc1ccc(C)c(NC(=O)CSc2ncc3c(n2)-c2ccc(Cl)cc2N(C)S3(=O)=O)c1 | -4% | -1% | 2%
Cc1ccc(CCNC(=O)c2cc3c(s2)-c2ccccc2OC3)cc1 | 10% | 9% | -13%
COc1cccc(NC(=O)CSc2nnc(-c3cccs3)o2)c1 | 27% | 1% | 17%
CC(C)Cn1c(=O)c2ccccc2n2c(CCC(=O)NCc3ccc(Cl)cc3)nnc12 | -3% | 8% | 3%
Cc1ccc(C)c(CN2C(=O)C(O)(c3c(C)[nH]c4ccccc34)c3ccccc32)c1 (centres undefined) | 23% | -13% | ?
CCOC(=O)N1CCc2c(sc3c2c(=O)n(-c2ccc(CC)cc2)c(=O)n3CC(=O)Nc2ccc(C)cc2)C1 | 14% | 3% | 7%
COc1cccc(C2=C(C(C)=O)Sc3nnc(C4CCCCC4)n3N2C(C)=O)c1 | ? | 1% | 10%
O=C(Nc1cccc(-c2nc3ccccc3[nH]2)c1)c1c(F)cccc1F | -14% | -29% | -25%
Cc1ccc(CN(C(=O)c2ccccc2Br)C2CCS(=O)(=O)C2)o1 (centres undefined) | 28% | 4% | 5%
COc1ccc(C(=O)CC2(O)C(=O)Nc3c(C)cccc32)c(OC)c1OC (centres undefined) | 17% | 0% | 20%
COc1cc(C(=O)Nc2cc(C)c(O)c(-c3nc4ccccc4s3)c2)cc(OC)c1OC | -4% | 0% | 10%
Cc1nc(N2CCCC2)c2c(C(=O)Nc3cccc(Cl)c3)c(C)oc2n1 | -4% | 4% | 3%
CCc1ccccc1NC(=O)Cn1ccn(-c2cc(C)cc(C)c2)c(=O)c1=O | 2% | 4% | -1%
COc1ccc(C(CNC(=O)c2ccc(C)cc2)N2CCOCC2)cc1 (centres undefined) | 2% | -6% | 3%
COc1ccccc1NC(=O)CSc1nnc(NC(=O)Nc2ccc(C)cc2)s1 | ? | ? | ?
COc1cccc(C2c3c(oc4ccc(C)cc4c3=O)C(=O)N2CCCN2CCOCC2)c1OC (centres undefined) | 5% | -8% | 0%
CC1CN(C(=O)CCC(=O)NCc2cccc(Cl)c2)c2ccccc2S1 (centres undefined) | 11% | 12% | ?
COc1ccc(CNC(=O)c2cnn(-c3ccc(C)cc3)c2-n2cccc2)cc1OC | 27% | 0% | -23%
CCC(Cn1nnc2ccccc2c1=O)NC(=O)Nc1cccc(Cl)c1 (centres undefined) | 2% | -9% | -19%
COc1ccc(OC)c(CCNC(=O)CCCn2c(=O)c3cccn3c3ccccc32)c1 | 3% | -7% | 1%
Cc1cccc(CNC(=O)Cn2nc(C)c3nn(-c4ccc(Cl)cc4)c(C)c3c2=O)c1 | 11% | 5% | 5%
CC(=O)c1ccc(NC(=O)c2noc3c2CSc2ccccc2-3)cc1 | 17% | 1% | 8%
Cc1ccc(/C=C/C(=O)N2CCC(c3nc4ccccc4o3)CC2)cc1 | 6% | 0% | 30%[activator]
Cc1ccc(-c2nc(CCNC(=O)C(=O)Nc3ccc(C)c(Cl)c3)cs2)cc1 | 14% | -16% | 5%
Cc1c(-c2cccc(NC(=O)Nc3ccccc3)c2)nc2ncccn12 | 8% | 0% | -4%
CCOC(=O)c1ccc(-n2c(CCC(=O)O)ccc2-c2ccc(Br)cc2)cc1 | 2% | -4% | ?
COc1ccc(CCN2C(=O)c3[nH]nc(-c4ccccc4O)c3C2c2ccc(OC)cc2)cc1 (centres undefined) | 22% | -19% | ?
COc1ccc(NC(=O)CSc2nnc(NC(=O)Nc3ccccc3)s2)c(OC)c1 | 25% | 7% | -9%
CC(C)Oc1ccc(CNS(=O)(=O)c2ccc(-c3cc(C(F)(F)F)on3)s2)cc1 | -1% | 4% | -6%
CCC1CN(C(=O)Nc2ccccc2F)c2cc(C)ccc2O1 (centres undefined) | 20% | 0% | 14%
CCCCC(=O)Nc1nnc(S(=O)(=O)N(CC)c2cc(C)cc(C)c2)s1 | 8% | 5% | -13%
CCC(Sc1nc2cc3c(cc2c(=O)n1CCCCCC(=O)NCc1ccc2c(c1)OCO2)OCO3)C(=O)NCCCOC (centres undefined) | 17% | -8% | 1%
O=C(Cn1cc(S(=O)(=O)Cc2cccc(Cl)c2)c2ccccc21)Nc1ccccc1C(F)(F)F | 9% | -1% | -17%
CC(=O)c1ccc(NC(=O)CSc2nc3c(=O)n(C)c(=O)n(C)c3n2C)cc1 | 28% | 7% | 2%
CCOC(=O)C(Cc1c[nH]c2ccccc12)NC(=O)COc1ccc(Cl)cc1 (centres undefined) | -3% | -10% | ?
COc1ccc(C(=O)CSc2c(C(C)C)cnc3c2c(=O)n(C)c(=O)n3C)cc1 | 12% | -5% | 14%
CCCSc1ncc(Cl)c(C(=O)N(Cc2cccc(Cl)c2)C2CCS(=O)(=O)C2)n1 (centres undefined) | 25% | -3% | 9%
COc1cccc(Cn2c(CNC(=O)Cc3cccc(C)c3)nc3cccnc32)c1 | 23% | -7% | -5%
CCOc1ccccc1NC(=O)CC(c1ccc(F)cc1)N1Cc2ccccc2C1=O (centres undefined) | -7% | ? | ?
O=C(c1ccc2c(c1)N(Cc1cccc(Cl)c1)C(=O)c1ccccc1S2(=O)=O)N1CCCCC1 | 8% | -14% | ?
Cc1ccccc1C(=O)Nc1nnc(SCc2cc(=O)c3c(C)ccc(C)c3[nH]2)s1 | 11% | 1% | 2%
COc1ccc2c(c1)-c1nc(NC(=O)c3ccc(C)cc3)sc1CC2 | 17% | 1% | 13%
CCCCN1CCc2nc(N3CCN(c4ncccn4)CC3)ncc2C1 | 5% | -11% | -23%
CCCCN(CC)C(=O)CSc1nc2n[nH]c(C)c2c(=N)n1-c1cccc(OC)c1 | 4% | -26% | -3%
COc1ccccc1CNC(=O)c1oc2ccc3c(c2c1C)C(=O)CC(C)(C)O3 | 17% | 1% | ?
O=S(=O)(c1ccc(OC(F)(F)F)cc1)N1CCC(c2nnnn2-c2ccc(F)cc2)CC1 | -3% | 3% | -2%
CC[C@H](C)NC(=O)CCCc1nnc2n(CCC(C)C)c(=O)c3sccc3n12 | -2% | 3% | 5%

The results go on:
Molecule | TDP-43 yeast inh | GLP1R cytotox | GLP1R inv ag
CCCSc1ncc(Cl)c(C(=O)Nc2c(C(=O)c3ccc(F)cc3)oc3ccccc23)n1 | ? | 3% | 4%
COc1ccc(OCC(=O)NCCS(=O)(=O)N2CCN(c3cccc(Cl)c3)CC2)cc1 | ? | -2% | -12%
C=CCC(CC=C)(CNC(=O)C(=O)Nc1cccc(C(F)(F)F)c1)c1ccccc1 | 5% | 2% | 1%
CCOc1ccc(NC(=O)Cn2c(=O)n(Cc3ccccc3)c(=O)c3sc4ccccc4c32)cc1 | 16% | 8% | 16%
CCN(Cc1ccccc1)Cc1c(O)ccc2oc(C)c(C(=O)Nc3ccc(C)cc3C)c12 | 4% | 0% | ?
CCOC(=O)c1ccccc1NC(=O)N1CCC(CN2CCOCC2)CC1 | -8% | 1% | 6%
COC(=O)c1ccc(CN(Cc2ccc(OC)c(OC)c2)S(=O)(=O)c2ccc(F)c(C(=O)Nc3cc(C)ccc3C)c2)cc1 | -5% | -4% | 14%
Cc1cccc(NC(=O)C2CCN(S(=O)(=O)c3c(C)noc3/C=C/c3ccco3)CC2)c1C | 3% | 5% | -11%
O=C(c1ccc2c(c1)OCCO2)N(Cc1cccnc1)c1nc2ccc(F)cc2s1 | 24% | -10% | 5%
COc1ccc(-n2nnc(-c3nc(-c4cccs4)no3)c2N)cc1 | 0% | -3% | 4%
O=C(Nc1ccc(F)cc1)c1ccc(CN2CC(=O)N3CCCCC3C2=O)cc1 (centres undefined) | 20% | 11% | 3%
COc1ccccc1NC(=O)c1cc2cc3ccc(OC)c(Cl)c3nc2s1 | 18% | 0% | 6%
COc1cc(NS(=O)(=O)c2ccc3c(c2)CCCN3C(C)=O)cc(OC)c1OC | 9% | -9% | -19%
COc1cccc(-c2nc(CS(=O)CC(=O)N3CCN(c4cccc(C(F)(F)F)c4)CC3)c(C)o2)c1 (centres undefined) | ? | -17% | ?
Cc1ccc(CNC(=O)CN2C(=O)COc3ccc(S(=O)(=O)N4CCC(C)CC4)cc32)cc1 | 6% | -3% | -32%
Cc1cc(NC(=O)c2ccc(NC(=O)CCS(=O)(=O)c3cccs3)cc2)ccc1Br | 13% | -27% | ?
Cc1ccc(CNC(=O)CSc2nc(=O)[nH]c3c2CCCC3)cc1 | 15% | -4% | 1%
CN1CCc2c(sc(NC(=O)CSc3ccc(F)cc3)c2-c2nc3ccccc3s2)C1 | -2% | 55%[activator] | 4%
CCOc1ccc(NC(=O)CCc2c(C)nn(-c3ccc(N4CCCC4)nn3)c2C)cc1 | 4% | 3% | 2%
COc1ccccc1N1CCN(S(=O)(=O)CCNC(=O)C(c2ccccc2)c2ccccc2)CC1 | 27% | 2% | ?
Cc1c(-c2nc(-c3ccc4c(c3)OCO4)no2)nnn1-c1ccc(C(C)C)cc1 | 13% | 1% | 16%
COc1ccc(-c2[nH]c(-c3ccc(O)cc3)nc2-c2ccccc2)cc1 | 24% | -18% | ?
Cc1ccc(NC(=O)CSc2nnc(C)n3c2cc2sccc23)c(C)c1 | 10% | 17% | -6%
Cc1ccc(-n2nc(C)c3c(C(F)(F)F)cc(-c4cccnc4)nc32)cc1C | 12% | -1% | 12%
Cc1nn(CC(=O)Nc2ccc(C(C)C)cc2)c(=O)c2c(C)n(-c3ccc(Cl)cc3)nc12 | 23% | 1% | 11%
CC(=O)N1c2ccc(S(=O)(=O)NCC3CCC(C(=O)NCCC(C)C)CC3)cc2CC1C (centres undefined) | -1% | 0% | 0%
Cc1ccc(N2CC(NC(=O)C(=O)c3c[nH]c4ccccc34)CC2=O)cc1 (centres undefined) | 0% | 0% | 5%
Cn1c(SCC(=O)N2CCOCC2)ncc(C(=O)Nc2ccccc2)c1=O | 0% | -6% | 10%
COc1ccc(NC(=O)c2cc3nc(-c4ccc(Cl)c(Cl)c4)cc(C(F)(F)F)n3n2)c(OC)c1 | 21% | 1% | -5%
O=C(Nc1ccc(Oc2ccccc2)cc1)c1ccc(F)c(S(=O)(=O)N2CCN(c3ccccc3F)CC2)c1 | 8% | -6% | ?
Cc1ccc(CNC(=O)CCCc2nnc3n(CC(C)C)c(=O)c4sccc4n23)cc1 | 2% | 22% | 1%
O=C(CSc1nc(=O)[nH]c2c1CCCC2)NCc1ccccc1Cl | -1% | 1% | 9%

Profiles as entered above. Order of values: TDP-43 yeast inh | GLP1R cytotox | GLP1R inv ag
Shown for Cc1ccc(N2CC(NC(=O)C(=O)c3c[nH]c4ccccc34)CC2=O)cc1 (centres undefined) = 0% | 0% | 5%
Shown for Cc1nn(CC(=O)Nc2ccc(C(C)C)cc2)c(=O)c2c(C)n(-c3ccc(Cl)cc3)nc12 = 23% | 1% | 11%
Shown for Cc1ccc(-n2nc(C)c3c(C(F)(F)F)cc(-c4cccnc4)nc32)cc1C = 12% | -1% | 12%
Shown for COc1ccc(-c2[nH]c(-c3ccc(O)cc3)nc2-c2ccccc2)cc1 = 24% | -18% | ?
Shown for O=C(CSc1nc(=O)[nH]c2c1CCCC2)NCc1ccccc1Cl = -1% | 1% | 9%

Source: PubChem BioAssay (National Center for Advancing Translational Sciences (NCATS))

Only part of the results is shown. The share of hits here may be higher or lower than overall.
